# Assay outcomes (PubChem)
# PGC1a acetyl inh = inhibitors of PGC1a acetylation signal, primary screen, cell-based, U2OS, AlphaScreen, inhibitor mode. inhibition, % at 15.6 µM. AID 651687, 2012. AlphaScreen anti-acetyl-lysine; with virally co-expressed GCN5 acetyltransferase. 350,000 tested, 0.17% active;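 active = every replicate shows inhibition of at least 40%; inconclusive = mean inhibition at least 40% but some replicate below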;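 note: 0% = neutral control wells and 100% = positive control wells; some results beyond the cut were filed as inactive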
# LGR2 antag = inhibitors of bursicon-induced LGR2 CRE-luciferase signal, primary screen, cell-based, HEK293, CRE-luciferase reporter, bursicon stimulation | AID 720647, 2013 | 380,000 tested, 0.35% active | inhibition, % at 9.99 µM | bursicon-stimulated, 4 h;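 active = drop in luminescence signal, shown as inhibition above about 50% in the replicate tests, limit read from the data, passing the limit was not always enough; inconclusive = probably only some replicates passing the limit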;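 note: agonist challenge used bursicon conditioned medium at about half maximal strength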
# PglD DTNB = C. jejuni PglD acetyltransferase inhibitors, primary screen, biochemical, DTNB colorimetric, single point. inhibition, % at 12.5 µM. UDP-N-acetylbacillosamine N-acetyltransferase PglD (Campylobacter jejuni). 360,000 tested, 0.098% active. purified PglD enzyme, DTNB colorimetric CoA detection. AID 602405, 2012; in the data active = inhibition above about 16%, passing the limit was not always enough; inconclusive = no clear call, values can overlap the other calls; note: strong numbers were not always called active
# EWS-Fli inh = EWS/Fli-driven NR0B1 reporter inhibitors, primary screen, A673 cells, NR0B1 luciferase, luminescence, MLPCN library | viability-normalised | inhibition, % at 12.6 µM | 350,000 tested, 0.67% active;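 active = mean inhibition of at least 50% after viability correction, with every replicate also passing that limit; inconclusive = mean reaches 50% but only one of two replicates passes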;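 note: firefly luciferase signal divided by Alamar Blue viability fluorescence both relative to DMSO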
# PAX8 reporter = inhibitors of PAX8-driven TPO luciferase reporter, primary screen, RMG-I cells, single concentration. AID 652154, 2013. inhibition, % at 12.6 µM. 360,000 tested, 1.2% active. SteadyGlo, 24 h;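 active = mean replicate inhibition at least 60% with every replicate also reaching 60%; inconclusive = only one of the two criteria is met; inactive = mean below 60% and not all replicates reaching 60%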;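 note: luciferase light reporting Pax8 driven TPO promoter activity; plate controls were median of neutral control wells for no effect and mitoxantrone controls for full effect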
# ERAP1 inh = human ERAP1 aminopeptidase inhibitors, primary screen, biochemical, single point, plate reader; 340,000 tested, 0.15% active; inhibition, % at 10.7 µM; Endoplasmic reticulum aminopeptidase 1 (Homo sapiens), Q9NZ08; recombinant ERAP1, Leu-AMC fluorescence, 60 min;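 active = mean replicate inhibition of at least 30%, or all replicates individually reaching that 30% level; inactive = mean below 30% and not every replicate reaching it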;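 note: 0% = neutral control wells and 100% = L-leucinethiol positive control wells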
# Target sequence (Q9NZ08 whole entry, looked up): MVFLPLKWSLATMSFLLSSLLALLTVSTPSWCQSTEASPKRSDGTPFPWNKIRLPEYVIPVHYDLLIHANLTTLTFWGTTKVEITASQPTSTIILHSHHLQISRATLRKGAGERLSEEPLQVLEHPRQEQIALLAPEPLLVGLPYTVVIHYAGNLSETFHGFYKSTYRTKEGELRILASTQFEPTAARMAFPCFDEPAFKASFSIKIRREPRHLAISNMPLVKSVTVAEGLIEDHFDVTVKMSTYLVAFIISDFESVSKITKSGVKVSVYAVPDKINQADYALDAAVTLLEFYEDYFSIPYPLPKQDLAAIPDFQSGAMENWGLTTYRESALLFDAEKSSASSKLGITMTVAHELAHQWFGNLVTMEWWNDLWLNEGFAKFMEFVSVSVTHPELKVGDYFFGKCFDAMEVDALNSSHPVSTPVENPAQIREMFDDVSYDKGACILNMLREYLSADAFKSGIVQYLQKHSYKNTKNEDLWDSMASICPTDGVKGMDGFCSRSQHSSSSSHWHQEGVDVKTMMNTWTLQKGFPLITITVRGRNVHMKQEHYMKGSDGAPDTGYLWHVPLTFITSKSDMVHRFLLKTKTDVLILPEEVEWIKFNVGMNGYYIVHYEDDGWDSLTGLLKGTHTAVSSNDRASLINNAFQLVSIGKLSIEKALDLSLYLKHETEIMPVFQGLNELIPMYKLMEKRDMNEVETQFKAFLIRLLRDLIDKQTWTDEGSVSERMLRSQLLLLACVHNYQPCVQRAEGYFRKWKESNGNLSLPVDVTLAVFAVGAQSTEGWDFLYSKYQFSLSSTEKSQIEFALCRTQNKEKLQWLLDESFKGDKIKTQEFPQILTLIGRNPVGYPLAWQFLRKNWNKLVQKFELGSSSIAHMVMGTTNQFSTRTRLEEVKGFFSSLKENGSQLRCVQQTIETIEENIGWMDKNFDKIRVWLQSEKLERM
# S100A4 inh HTS = inhibitors of S100A4-myosin IIA peptide binding, primary screen, biochemical, fluorescence polarization, TAMRA-MyoIIA peptide | Protein S100-A4 (Homo sapiens), P26447 | AID 652163, 2013 | 360,000 tested, 0.14% active | inhibition, % at 10.7 µM;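 active = mean inhibition of at least 70% across replicates, with every replicate also reaching that level; inconclusive = mean inhibition reaches 70% but some replicates fall short; inactive = mean inhibition below 70%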
# Target sequence (P26447 whole entry, looked up): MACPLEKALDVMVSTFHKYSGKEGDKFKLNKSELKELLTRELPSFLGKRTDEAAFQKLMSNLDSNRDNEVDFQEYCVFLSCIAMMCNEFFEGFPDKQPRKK
#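 Test system: S100A4 monomer protein; Medium: HEPES pH 7.2 with CaCl2, KCl, NaCl, DTT, Triton; Probe or stimulus: TAMRA-labelled myosin IIA heavy-chain peptide probe, 5 nM; Doses: one dose per compound; Times: polarization read 5 min after assay mix addition, stable 5–60 min; Benchmarks: neutral control DMSO, positive control TFP.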
# FN deposition inh = inhibitors of fibronectin matrix deposition, primary screen, AH1F cells, Alexa488-fibronectin fluorescence, plate reader. inhibition, % at 12.6 µM. AH1F fibroblasts, overnight. 350,000 tested, 0.086% active. AID 743247, 2014;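 active = mean inhibition across replicates of 30% or more, regardless of how many single replicates reach that level; inconclusive = mean under 30% yet at least half of replicates reach 30%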;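 note: positive control wells lacked labelled fibronectin entirely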
#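 Schedule: 1 h cell adhesion before compound, then overnight fibronectin incubation; test system: AH1F fibroblast monolayer depositing Alexa488-labelled fibronectin into matrix; quantity: 10000 AH1F cells per well; probe or stimulus: fluorescent fibronectin at 24 nM final; signal: fluorescence, ex 485 nm, em 525 nm; evaluation: percent inhibition as loss of matrix-bound fibronectin fluorescence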
# * = called active by the depositor; ? = inconclusive; · = no result given; & = joins results of further samples.
SMILES,PGC1a acetyl inh,LGR2 antag,PglD DTNB,EWS-Fli inh,PAX8 reporter,ERAP1 inh,S100A4 inh HTS,FN deposition inh
O=C(Nc1nc(-c2cccc3ccccc23)cs1)c1ccc2c(c1)S(=O)(=O)c1ccccc1C2=O,-4,-35,4,2,-37,-5,-1,3
Cc1ccc(Cl)cc1N(CC(=O)NCc1ccccc1)S(C)(=O)=O,-16,·,0,-6,-11,0,1,1
Cc1ccc2oc(=O)n(CC(=O)OCCC(C)C)c2c1,-9,8,6,-2,-7,·,-12,0
CCc1[nH]nc(C(=O)N2CCCC(C(=O)c3cccc(OC(C)C)c3)C2)c1C (centres undefined),3,-2,2,·,17,-3,-1,4
Cc1cc(OC(=O)c2c(C)cc(OC(=O)c3c(C)cc(O)cc3O)cc2O)cc(O)c1C(=O)O,-6,·,-4,-3,·,0,-11,·
O=C(CN1CCOCC1)NCC[C@H]1CC[C@H](NS(=O)(=O)c2ccc(F)cc2)[C@H](CO)O1,5,14,-2,-10,-2,-1,-9,-5
CCOC(=O)COc1cccc2c(=O)n(CC(N)=O)ccc12,4,7,0,-1,-16,·,-1,2
COC(=O)c1c(-c2cc(C)ccc2C)csc1NC(=O)C1CC=CCC1C(=O)O (centres undefined),·,19,·,-2,2,5,-1,-12
C[C@H](CO)N1C[C@H](C)[C@@H](CN(C)S(=O)(=O)c2ccc(Cl)cc2)Oc2ccc(NS(=O)(=O)c3cccs3)cc2C1=O,3,-1,-3,5,·,1,2,7
Cc1ccc(NC(=O)N(Cc2cccnc2)Cc2ccco2)cc1C,-4,5,0,·,·,·,·,10
COc1ccccc1-c1cnn2c(NCc3ccccc3)cc(C)nc12,2,-11,-2,-59,-57,3,0,0
COc1cc(Cl)c(C)cc1NC(=S)NN,·,11,·,5,7,-1,-2,-10
COc1ccccc1C(=O)NC(=O)COC(=O)CN1C(=O)NC2(CCCCC2C)C1=O (centres undefined),·,8,·,0,18,3,4,3
COc1ccc(/C=C\c2cc(OC)c(OC)cc2CC[N+](C)(C)C)cc1OC,-8,·,-5&-7,6,-5,99*,-1&-3,-3
NC(=O)c1cc([N+](=O)[O-])ccc1NCc1ccccn1,-4,-11,-7,-15,-28,-1,-2,-17
CSc1ccc(S(=O)(=O)NCc2ccc(Cl)cc2)cc1,-8,7,26*,·,·,·,·,16
CN1[C@H](CO)[C@@H]2c3ccccc3N(C(=O)C3CCOCC3)C[C@@H]21,5,2,1,4,8,0,7,·
C=CCN1C(=O)N(CC=C)c2cccc3cccc1c23,0,9,-8,-12,1,1,-5,3
CNC[C@H]1Oc2ccc(N(C)C)cc2CC(=O)N([C@H](C)CO)C[C@H]1C,9,-3,4,-3,-11,-3,9,-2
C[C@@H]1CN([C@@H](C)CO)C(=O)c2cc(N(C)C)ccc2O[C@@H](C)CCCCO[C@H]1CN(C)C(=O)Cc1ccccc1,-22,-8,·,3,-3,·,·,·
CC(C)NC(=O)N(C)C[C@H]1Oc2c(NC(=O)CCCCCC(=O)Nc3ccccc3N)cccc2C(=O)N([C@H](C)CO)C[C@@H]1C,2,-22,·,-7,-25,-1,-2,·
Cc1ccc(S(=O)(=O)Nc2ccc3c(c2)C(=O)N([C@@H](C)CO)C[C@@H](C)[C@@H](CN(C)Cc2ccc(C(F)(F)F)cc2)OCCCC[C@@H](C)O3)cc1,5,16,4,?,105*,-1,-3,7
Cc1ccc2nsnc2c1NC(=O)COc1ccccc1,2,5,1,4,-7,2,-5,·
Nc1nc2nonc2nc1N,8,7,0,8,7,1,-1,11
CCc1nnc(NS(=O)(=O)c2ccc(NC(=O)c3ccccc3OC)cc2)s1,4,2,-6,·,24,-4,-2,2
SMILES,PGC1a acetyl inh,LGR2 antag,PglD DTNB,EWS-Fli inh,PAX8 reporter,ERAP1 inh,S100A4 inh HTS,FN deposition inh
COc1cccc(S(=O)(=O)N(C)C[C@H]2Oc3cc(C#CCC(C)C)ccc3S(=O)(=O)N([C@@H](C)CO)C[C@H]2C)c1,-1,-4,1,23,·,0,2,-12
COc1ccc(N2CCN(C(=O)c3ccc(N(C)S(=O)(=O)c4ccc(C)cc4)cc3)CC2)cc1,-16,-7,·,-1,-1,-4,-3,·
COc1cc(NS(=O)(=O)c2ccc(NC(=S)NC(=O)c3ccc(F)c(F)c3)cc2)nc(OC)n1,7,1,-5,·,4,0,7,-3
COc1ccc(N=Cc2c[nH][nH]c2=O)cc1,2,·,-2,·,-4,·,·,-2
C[C@@H]1CN([C@H](C)CO)C(=O)Cc2cc(NC(=O)Cn3cnnn3)ccc2O[C@H]1CN(C)C(=O)Nc1ccc(C(F)(F)F)cc1,-16,-15,8,-5,·,1,-1,-5
CCN(CCCNC(=O)c1ccc2c(c1)NC(=O)CN2C)c1cccc(C)c1,-9,20,-2,·,34,1,-2,-1
CCCSc1cc(=O)n(-c2ccccc2)nc1C(=O)O,14,8,2,0,20,10,-8,·
CSCC[C@H](NC(=O)c1cc([N+](=O)[O-])ccc1Cl)c1nc2ccccc2[nH]1,·,0,9,8,-6,-10,-5,1
Cn1nc(C(C)(C)C)cc1N1C(=O)CCC1(C)C(=O)NC1CCCCC1 (centres undefined),7,-3,-4,-9,1,9,0,-11
Cc1cc[n+](CC(=O)c2ccc3c(c2)OCCO3)cc1,-5,·,·,2,-14,1,-1,-2
COc1ccc(C(=O)NC(=S)N2CC(C)OC(C)C2)cc1 (centres undefined),·,2,·,-1,-20,-3,-4,9
COc1ccc(-n2nc(C(=O)NCC(=O)NCCC3=CCCCC3)c3ccccc3c2=O)c(OC)c1,·,0,-4,-1,1,-1,-8,5
C[C@@H]1CN([C@H](C)CO)S(=O)(=O)c2ccc(C#Cc3cccc(F)c3)cc2O[C@H]1CN(C)C(=O)NC1CCCCC1,17,15,-2,13,68*,0,6,16
C[C@H](CO)N1C[C@H](C)[C@@H](CN(C)S(C)(=O)=O)OCc2cn(nn2)CCCC1=O,1,-7,1,-5&1,-9&-6,1&-2,69&19,-8&-3
CCN(CC)C(=O)COc1ccc(/C=C(\C#N)S(=O)(=O)c2ccccc2)cc1OC,0,1,-6,-6,15,7,-2,0
Cc1cccc(-n2ncc3c(NCCCN4CCCC4=O)ncnc32)c1,-9,·,6,·,-127,·,·,-4
COc1ccc(N2CC(C(=O)NC3CCSC3=O)CC2=O)cc1 (centres undefined),·,2,3,4,-19,1,-2,0
O=C(C[C@H]1C[C@H]2c3cc(NC(=O)C4CCC4)ccc3O[C@H]2[C@H](CO)O1)NCc1ccc2c(c1)OCO2,-5,-11,1,-4,10,0,1,6
COc1cccc(OC)c1OCC(=O)Nc1ccc(S(=O)(=O)N2CCCC2)cc1,2,8,0,-3,25,-4,2,5
COc1ccc(N2CC(C(=O)N3CCOCC3)CC2=O)cc1 (centres undefined),1,9,-3,7,-1,-2,-10,1
CCN(CCNS(=O)(=O)c1ccc2c(c1)oc(=O)n2C)c1ccccc1,·,12,4,3,-4,0,-1,-5
CCC(=O)c1ccc(OCC(O)CN2CCN(c3ccccn3)CC2)cc1 (centres undefined),·,6,·,3,-10,-4,-1,-6
COc1ccccc1CNC(=O)CNC(=O)N1CC(=O)Nc2ccccc21,-3,4,-4,3,-2,-2,-3,-1
COc1ccc(CCNC(=O)c2ccc(CS(=O)(=O)Cc3ccc(C)cc3)o2)cc1OC,·,-2,-4,0,10,1,1,12
Cc1ccccc1CN(C)C[C@H]1OCc2cnnn2CCCC(=O)N([C@@H](C)CO)C[C@H]1C,-3,0,2,-1,·,0,-1,-11
SMILES,PGC1a acetyl inh,LGR2 antag,PglD DTNB,EWS-Fli inh,PAX8 reporter,ERAP1 inh,S100A4 inh HTS,FN deposition inh
COc1ccc(NC(=O)Nc2ccc3c(c2)CC(=O)N([C@H](C)CO)C[C@@H](C)[C@@H](CN(C)Cc2ccc(Oc4ccccc4)cc2)O3)cc1,1,-9,1,21,103*,-1,9,·
C[n+]1cccc(C(=O)NCC2CCCO2)c1 (centres undefined),-1,-3,2,2,29,99*,-1,2
CCOC(=O)C1=C(CCc2ccccc2)NC(=O)NC1c1ccc(Br)cc1 (centres undefined),7,-2,-2,-3,10,-3,-3,1
Cn1c(=O)c2[nH]c(NN=Cc3ccc(Br)cc3)nc2n(C)c1=O,8,-5,6,9,6,-3,-1,-6
COc1cccc(S(=O)(=O)Nc2ccc3c(c2)[C@H]2C[C@@H](CC(=O)N[C@@H](C)c4ccccc4)O[C@H](CO)[C@H]2O3)c1,-2,-11,-2,-1,13,0,-3,·
CC(C)C(C(=O)NC1CCCC1)N(CC1CCCO1)C(=O)CNS(=O)(=O)c1ccc(F)cc1 (centres undefined),·,7,0,2,2,-2,-1,-3
COc1cc(C(=S)N2CCOCC2)ccc1OC(=O)c1ccc(Br)cc1,2,-6,-1,-7,-1,-5,-3,5
CCCn1nnc2ccccc2c1=O,1,·,6,·,-12,·,·,1
Cc1[nH]nc2c1C1(CCOCC1)C(C#N)=C(N)O2,9,-8,-11,6,·,1,-1,·
O=C(C[C@H]1CC[C@H]2[C@@H](COC[C@@H](O)CN2Cc2cccc(-c3ccncc3)c2)O1)N1CCCCC1,-2,-17,-3,2,-3,-5,-14,-4
CCCC(CNC(=O)COC(=O)C1=NNC(=O)CC1)c1ccc(Cl)cc1Cl (centres undefined),-4,2,·,-3,·,-3,0,0
O=C(c1cccs1)N1N=C(c2ccccc2)CC1c1ccccc1 (centres undefined),-4,10,-1,-2,·,6,1,·
Cc1ccccc1S(=O)(=O)/N=C(/c1ccccc1)N(C)C,-1,8,1,·,2,3,7,5
COC(=O)[C@@]1(Cc2ccc(F)cc2)[C@H]2c3cc(C(=O)N(C)C)n(C[C@H](O)CO)c3C[C@H]2CN1C(=O)c1ccccc1,-11,32,0,-5,-19,·,·,2
C[C@@H]1CN([C@@H](C)CO)C(=O)c2cc(NS(C)(=O)=O)ccc2O[C@@H]1CN(C)S(=O)(=O)c1cccs1,0,1,-2,-2,·,-2,-4,0
C[C@H]1CN([C@@H](C)CO)S(=O)(=O)c2ccc(C#CC3(O)CCCC3)cc2O[C@H]1CN(C)C(=O)Nc1ccccc1,10,17,4,9,·,1,-2,·
CC(C)NC(=O)Nc1ccc2c(c1)C(=O)N([C@@H](C)CO)C[C@@H](C)[C@H](CN(C)Cc1ccc3c(c1)OCO3)OCCCC[C@H](C)O2,0,2,-2,0,-2,·,·,11
Cc1ccc(S(=O)(=O)N(C)C)cc1NC(=O)COC(=O)COc1ccc2c(C)cc(=O)oc2c1,-9,-1,-5,-12,-2,0,8,2
